RmlC RmlD mix: RmlC/RmlD inhibition, mixture screen; RmlC/RmlD coupled enzyme inhibition, 384-well mixture HTS; inhibition, % at 5.5 µM; 110,000 compounds, 0.39% hits; AID 1532; in the data active means inhibition above about 30%, passing the limit was not always enough; further: strong numbers were not always called active
RT RNaseH block: inhibitors of HIV-1 reverse transcriptase RNase H; 65,000 compounds, 1.9% hits; RT-RNase H RNA/DNA duplex cleavage, fluorescence; inhibition, % at 10 µM; P04585; AID 565; in the data active means inhibition above about 50%
* = called active by the depositor; . = not tested or not shown.

Sequence of screens – RT RNaseH block, RmlC RmlD mix
- COc1cccc2cc(C(=O)N(Cc3ccccc3)CC3CCCO3)c(=O)oc12 (centres undefined)
→ ., -4
- COc1cc(Cl)c(C)cc1NC(=O)CCCN1C(=O)CCC1=O
→ ., -7
- Oc1ccccc1/C=N/Nc1nccnc1Cl
→ ., 31
- CCCNC(=S)N1CCC(NC(=O)C2CCCCC2)CC1
→ ., -13
- COc1ccc(C2NCCn3cccc32)cc1 (centres undefined)
→ ., 3
- Cn1c(N)c(C#N)c(C#N)c1-c1ccccc1
→ -13, -24
- Cc1c(N2C(=O)C(C)SC23C(=O)Nc2ccccc23)c(=O)n(-c2ccccc2)n1C (centres undefined)
→ -5, -9
- CN(C[C@@H](CC1CCCCC1)N(C[C@H](Cc1ccccc1)N(CCc1ccccc1)N=O)N=O)N=O
→ ., -6
- O=C(O)CCc1ccc(-c2ccccc2)n1CC1CCCO1 (centres undefined)
→ -1, -11
- COc1ccc(C2c3c(oc4ccccc4c3=O)C(=O)N2Cc2ccncc2)cc1 (centres undefined)
→ ., -45
- Cc1csc(SCc2nc3sc4c(c3c(=O)[nH]2)CCC4)n1
→ -25, -5
- O=C(c1ccc(Cl)cc1)c1nnc(-c2ccncc2)o1
→ 7, 6
- C=CCn1c(SCC(=O)O)nnc1-c1ccccc1
→ ., 10
- CC(C)n1c(O)c(/C=C2\C=Nc3ccccc32)sc1=Nc1ccccc1
→ ., 6
- CC1(C)Cc2c(C#N)c(N3CCCC3)nc(-c3ccco3)c2CO1
→ 15, -77
- CCN(CC)S(=O)(=O)c1ccc(OC)nc1
→ ., 11
- O=C(NCCN1CCOCC1)N1CCOCC1
→ -13, -16
- Cc1cccc2nc(CSc3nnnn3-c3ccccc3)cn12
→ -43, -9
- CCc1ccc(C(=O)COC(=O)c2cccc(N3C(=O)c4c(C)nc5ccccc5c4C3=O)c2)cc1
→ ., 2
- O=C(Nc1c(F)c(F)c(F)c(F)c1F)NC1CCCCC1
→ 3, -9
- COc1ccc(/C=N/n2c(=S)n(C)c3ccccc32)cc1OC
→ ., -2
- COc1ccc(C2NCc3ccc4c(c3-n3cccc32)OCO4)cc1O (centres undefined)
→ -6, 1
- c1nc(N2CCCCC2)c2[nH]cnc2n1
→ -10, 19
- CCNC(=O)CC1C(=O)N(c2ccccc2)C(=O)N1CCc1ccc(OC)c(OC)c1 (centres undefined)
→ ., -5
- COc1ccc(OC)c(C2NC(=O)NC(C)=C2C(=O)Nc2ccc(C)cc2C)c1 (centres undefined)
→ -7, 5
- CNC(=O)C(=O)NCCc1ccc(Cl)cc1
→ ., 5
- Cc1c(Cl)ccc2c1NC(=O)C21NC(CCC(N)=O)[C@H]2C(=O)N(c3ccc(Cl)cc3)C(=O)[C@H]21 (some centres undefined)
→ -10, -8
- CC(C)CC(NC(=O)OC(C)(C)C)c1cn([C@@H](CCC(=O)OC(C)(C)C)C(=O)N2CCN(C(=O)OC(C)(C)C)CC2)nn1 (some centres undefined)
→ ., -29
- O=C(c1cn(-c2ccccc2)nc1-c1ccncc1)N1CCCCC1
→ -9, -6
- O=C(Nc1nccs1)c1ccc(S(=O)(=O)N2CCCCC2)cc1
→ -3, 7
- COc1ccc(C(=O)Nc2nc(C)c(C(=O)N(C)C)s2)cc1OC
→ -3, 14
- O=C(c1ccccc1)c1c[nH]cc1-c1ccccc1
→ ., 8
- COc1ccc(OCCSc2nnc3sc4ccccc4n23)cc1
→ -28, 3
- CCOC(=O)Cc1[nH]nc2c1C(C1C=CCCC1)C(C#N)=C(N)O2 (centres undefined)
→ -4, -13
- O=C1CC(c2cccc(F)c2)C2=C(CCCC2=O)N1 (centres undefined)
→ 2, -9
- O=C(CSc1nnc(COc2cccc3cccnc23)o1)N1CCN(C(=O)c2ccco2)CC1
→ ., -4
- COc1ccc(-c2nc(NC(=O)CSc3nnc(C)s3)ns2)cc1
→ 8, -7
- CCCOc1ccc(C(=O)c2nc3c(n2O)CCCCC3)cc1
→ ., 7
- COc1ccc(N2CCN(CC(O)COc3ccc4c(c3)CCC4)CC2)cc1 (centres undefined)
→ ., 14
- CCOC(=O)Cn1c(=N)n(CCOc2cccc(C)c2)c2ccccc21
→ 3, 9
- Cc1cccc(N2CCN(CC(=O)Nc3ccccc3[N+](=O)[O-])CC2)c1C
→ ., 9
- Cc1cnc(C(=O)Nc2ccc(N3CCN(C(=O)OC(C)(C)C)CC3)cc2)cn1
→ -4, -14
- O=C(C1CC1c1ccccc1)N1CCN(c2cccc(Cl)c2)CC1 (centres undefined)
→ -9, .
- CCN(CC)S(=O)(=O)c1ccc(-c2nnc(SCC(=O)Nc3ccc4c(c3)OCO4)o2)cc1
→ 42, -12
- O=C(c1coc(=O)c2ccccc12)N1CCN(Cc2ccccc2)CC1
→ -10, .
- CSC1=NCCN1C(=O)c1c(F)cccc1Cl
→ -32, -10
- COc1ccc(CCNC(=O)c2cc3sccc3n2C)cc1OC
→ -6, 8
- COCC(C)Nc1ncnc2c1cnn2-c1ccc(Cl)cc1 (centres undefined)
→ -3, -10
- CCCCCCn1c(O)c(C=NC2CCN(Cc3ccccc3)CC2)c(=O)[nH]c1=O
→ -6, 15
- COC(=O)c1ccccc1NC(=O)C1COc2ccccc2O1 (centres undefined)
→ -12, -7
- CCOC(=O)CSc1nc2c(sc(=S)n2Cc2ccco2)c(=O)n1-c1ccccc1
→ 1, -5
- N#C/C(=C\c1ccccc1)c1n[nH]c(Cn2cncn2)n1
→ ., 8
- COc1ccc(-c2c([C@H]3[C@H]4C=CC[C@@H](C)[C@@H]4C(=O)N3Cc3ccccc3)ccc3ccccc23)cc1OC
→ ., 0
- Cc1ccccc1CSc1nnc(Cn2c(=O)sc3ccccc32)n1C
→ -46, 5
- CO/C=C/C#CC1(O)CCN(C)CC1
→ -11, 5
- c1ccc(CNn2nnnc2-c2ccccc2)cc1
→ -27, -14
- CCOC(=O)Nc1nnc(-c2ccccc2OC)s1
→ -2, 28
- CNC(=O)NC(=O)CSc1nc2ccccc2n1CCOC
→ ., 2
- Cc1cc(NC(=O)CSc2nnc(C3CC3)n2Cc2ccccc2)no1
→ ., -9
- COc1ccc(NC(=O)CSc2ncn(-c3ccccc3)n2)cc1Cl
→ -38, -8

Continuation:
Sequence of screens – RT RNaseH block, RmlC RmlD mix
- COC(=O)Nc1c(-c2ccccc2)nc2ccccn12
→ -1, 6
- CCOC(=O)c1c(NC(=O)COC)sc2c1CCCC2
→ -39, 14
- CC(C)COc1ccc(CNC(=S)N/N=C/c2ccc([N+](=O)[O-])cc2)cc1
→ ., 9
- CCOc1ccc(-c2nc(CSc3nnc(N)s3)cs2)cc1OC
→ ., -3
- O=C(CSCc1ccccc1)Nc1nccs1
→ -17, -9
- O=C(OCCN1CCCCC1)c1ccc(Cl)cc1
→ ., -11
- COC(=O)c1ccccc1NC(=O)CSc1n[nH]c(CC(C)C)n1
→ -68, -7
- O=C(NCCN1CCOCC1)c1cc2n(n1)C(C(F)(F)F)CC(c1ccc(F)cc1)N2 (centres undefined)
→ 5, -20
- Clc1ccc(CN(CC2CCCO2)C(c2cccs2)c2nnnn2C2CCCC2)cc1 (centres undefined)
→ ., 3
- CCOC(=O)C1=C(C)NC2=C(C(=O)C(C(=O)OCC)C(c3cccc(OC)c3)C2)C1c1ccccn1 (centres undefined)
→ ., 15
- Cc1ccsc1C1CC(=O)NC2=C1C(=O)CC(C)(C)C2 (centres undefined)
→ -3, 3
- CC1Cc2ccccc2N1C(=O)COC(=O)c1cccnc1Cl (centres undefined)
→ ., -10
- CCCCSc1nc2ccccc2n1CC(=O)O
→ ., -5
- COCCn1c(N2CCN(c3ccc(OC)cc3)CC2)nc2c1c(=O)[nH]c(=O)n2C
→ 2, -17
- COC(=O)c1ccc(C)c(NC(=O)Cc2coc3cc(OC)ccc23)c1
→ -14, -11
- O=C(NC1CCCC1)C(c1cccs1)N(C(=O)c1ccco1)c1ccc2c(c1)OCO2 (centres undefined)
→ ., -5
- Cc1c(NC(=O)c2ccccc2N(C)S(=O)(=O)c2ccccc2)c(=O)n(-c2ccccc2)n1C
→ ., -12
- Cc1ccc(NC(=O)Cn2cnc3c(cnn3C(C)(C)C)c2=O)cc1
→ 15, 11
- CCOC(=O)N1CCN(C(=O)Nc2ccc3nc(-c4ccccn4)c(-c4ccccn4)nc3c2)CC1
→ ., 17
- Cc1ccc(S(=O)(=O)Cc2ccc(C(=O)N3CCN(c4ccc(F)cc4)CC3)o2)cc1
→ 5, -149
- COc1cccc(NC(=O)Cn2nc(Cc3cccnc3)c3ccccc3c2=O)c1
→ ., 7
- COC(=O)Nc1nc2ccc(C(=O)c3ccccc3)cc2[nH]1
→ 4, .
- CCOC(=O)Cc1csc(NC(=O)CN2C(=O)c3ccccc3S2(=O)=O)n1
→ -12, -14
- CC1(OC(=O)C2CCCC2)C(=O)C=C2C=C(c3ccsc3)N(Cc3ccco3)C=C2C1=O (centres undefined)
→ ., 8
- COc1ccc(CCN(Cc2cc3cc(C)ccc3[nH]c2=O)C(=O)N2CCCC2)cc1OC
→ 7, 14
- Cc1cccc(NC(=O)CCn2ccnc2C)c1
→ 8, -13
- Cc1ccc(S(=O)(=O)NCCSc2nnc(N)s2)cc1
→ -14, -13
- CCOC(=O)CNC(=O)Cn1cnc2ccc(S(=O)(=O)N3CCC(C)CC3)cc2c1=O
→ -10, 8
- COCCNC(=O)C(c1ccco1)N(C(=O)Cn1nnc2ccccc21)c1ccccc1C (centres undefined)
→ 0, -7
- CCCCNC(=O)Nc1c(C(=O)OC)[nH]c2ccc(C)cc12
→ ., 6

Pulled by compound from the list above:
Sequence of screens – RT RNaseH block, RmlC RmlD mix
- CCN(CC)S(=O)(=O)c1ccc(-c2nnc(SCC(=O)Nc3ccc4c(c3)OCO4)o2)cc1
→ 42, -12
- O=C(c1ccccc1)c1c[nH]cc1-c1ccccc1
→ ., 8
- O=C(C1CC1c1ccccc1)N1CCN(c2cccc(Cl)c2)CC1 (centres undefined)
→ -9, .
- O=C(CSCc1ccccc1)Nc1nccs1
→ -17, -9
- CC(C)n1c(O)c(/C=C2\C=Nc3ccccc32)sc1=Nc1ccccc1
→ ., 6
- Cc1ccccc1CSc1nnc(Cn2c(=O)sc3ccccc32)n1C
→ -46, 5
- Cc1ccc(S(=O)(=O)NCCSc2nnc(N)s2)cc1
→ -14, -13

More compounds.
Sequence of screens – RT RNaseH block, RmlC RmlD mix
- Cc1cc(C(=O)Nc2ccc(S(=O)(=O)Nc3onc(C)c3C)cc2)c(C)o1
→ 0, -9
- O=C(CSCCO)Nc1ccccc1
→ ., -27
- CCNc1nc2ccccc2[nH]1
→ ., 1
- COc1cc(C(=O)Oc2ccc3c(c2)OCC3=O)cc(OC)c1OC
→ ., -3
- CC(C)CCNC(=O)CCS(=O)(=O)c1cccc2nonc12
→ 6, 10
- O=S(=O)(NCCSc1ccccc1)c1ccc(F)cc1
→ -40, 2
- O=CNC(=O)c1ccccc1C(=O)O
→ -4, -16
- O=C(COc1ccc(Cl)cc1)NCc1nnc(SCC(=O)NC2CCCC2)o1
→ 2, .
- CN(C)CCn1c(=S)[nH]c2ccccc2c1=O
→ ., -18
- COc1ccc(OCC(=O)NCc2cccnc2)cc1
→ -7, .
- C/C(=N\N1CCN(C2c3ccccc3-c3ccccc32)CC1)c1cccnc1
→ ., -14
- O=C1CC(N2CC=C(c3ccc(F)cc3)CC2)C(=O)N1c1ccc(F)cc1 (centres undefined)
→ ., -15
- COc1ccc(C(N)=O)cc1NC(=O)CC(O)(C(F)(F)F)C(F)(F)F
→ -13, -1
- C#CCSc1nnc(-c2ccccc2)c(=O)[nH]1
→ -2, 9
- COc1ccc(CCn2c(N3CCN(C)CC3)nc3c2c(=O)[nH]c(=O)n3C)cc1
→ 0, -15
- CN(C)c1oc(-c2ccco2)nc1C#N
→ -8, -1
- Cc1cc(C(=O)NCc2cc(C(=O)O)oc2C)c(C)o1
→ 2, 5
- O=S(=O)(Nc1cccc2ccccc12)N1CCCC1
→ -33, -13
- COC(=O)C1=C(C)N(c2ccc(F)cc2)C(=O)C1
→ -2, 5
- CCC(C)Nc1nc(-c2ccc3c(c2)NC(=O)CO3)cs1 (centres undefined)
→ ., 31
- N#CC1=C(S)N(c2ccc(F)cc2)C(c2cccs2)NC1=O (centres undefined)
→ ., 13
- Cc1noc(N)c1C(=O)Nc1ccc(F)c(Cl)c1
→ -10, -4
- CCCc1c(OCCCCc2nn[nH]n2)ccc(C(C)=O)c1O
→ -22, -11
- O=C(O)c1ccc(-n2nnnc2Oc2cccc3cccnc23)cc1
→ ., 2
- O=C(CSc1nnc(-c2ccccc2Cl)o1)N1CCCCC1
→ -4, 7
- O=C(c1ccc(Cl)cc1)N1CCC(c2nc(-c3cccs3)no2)CC1
→ -18, 7
- Nc1ccc(C(=O)N/N=C\c2cc(N=Nc3cccc4ccccc34)ccc2O)cc1
→ ., -13
- COc1ccc(CCN(Cc2nc3ccccc3c(=O)[nH]2)C(=O)c2ccco2)cc1OC
→ 1, 6
- Cc1cccc(OCCCC(=O)Nc2ccccc2C(F)(F)F)c1
→ ., -16
- CC1CCCCN1Cc1ccc(N(C)C)cc1 (centres undefined)
→ ., -5
- Cc1cc(C)c(C#N)c(SCc2[nH]nc3c2C(c2ccccc2)C(C#N)=C(N)O3)n1 (centres undefined)
→ 5, -13
- CC(Sc1nncs1)C(=O)NCc1ccc2c(c1)OCO2 (centres undefined)
→ -19, -11
- Cc1nn(C)cc1CNC(=O)c1cccc(Cl)c1
→ ., -5
- CCOc1ccccc1N1CCN(C(=O)c2cc(C)oc2C)CC1
→ -8, -15
- CCCCC(C)n1[nH]c(=O)cc1N (centres undefined)
→ ., 5
- CCOC(=O)c1c(C)c(C(=O)NCc2cccs2)c(C)n1CC
→ -17, 9
- CN(CC(=O)Nc1ccccc1N1CCOCC1)S(=O)(=O)c1ccc(Cl)cc1
→ ., -16
- Cc1ccc(Sc2nc3c(c(=O)[nH]c(=O)n3C)n2CCc2ccccc2)cc1
→ ., 13
- COC(=O)c1cc(OC)c(OCc2cc(C(=O)OC)oc2C)c(OC)c1
→ -11, 16
- CCOc1cc(C2NC(=O)NC(C)=C2C(=O)NCc2ccccc2)c(Cl)cc1O (centres undefined)
→ ., 6

Bioassay records as filed in PubChem BioAssay.

This is a subset; count on the stated rates, not on these rows.
